V-ATPase pHluor: regulators of yeast V-ATPase proton pumping, primary screen, pHLuorin cytosolic pH fluorescence | actives 0.37% (n = 350,000) | S. cerevisiae | response, % at 10 µM; in the data active = response mostly above about 7.3%, no sharp cut-off; inactive = mostly below about 5.4%; also: actives read high; inactives centre near 0; some compounds called inactive have numbers as strong as hits; reference of the scale not given here
Keap1-Nrf2 PPI: Keap1-Nrf2 protein-protein interaction inhibitors, primary screen, biochemical, fluorescence polarization, single point; Kelch-like ECH-associated protein 1 (Homo sapiens), Q14145; Keap1 Kelch-Nrf2 peptide fluorescence polarization, 1536-well; inhibition, % at 9.4 µM; actives 0.15% (n = 340,000); AID 504523, 2011; in the data active = inhibition above about 12%;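 also: human Keap1 Kelch domain with fluorescein labeled Nrf2 9mer peptide probe; 0% = neutral control wells and 100% = peptide positive control; higher means more block of Keap1 binding to Nrf2 peptide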
OPRM1-OPRD1 ag: agonists of OPRM1-OPRD1 heterodimerization, primary screen, cell-based, luminescence; Mu-type opioid receptor (Homo sapiens) + Delta-type opioid receptor (Homo sapiens), …; cells; activation, % at 9.3 µM; actives 0.3% (n = 340,000); in the data active = activation above about 18%;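 also: 0% = vehicle-treated cells and 100% = reference agonist; values of inactives mirror those of a sister screen read the other way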
Wnt bcat act: Wnt/beta-catenin pathway activators, primary screen, cell-based, plate reader, single point; AID 743398, 2014; actives 1.2% (n = 300,000); activation, % at 9.35 µM; Wnt/beta-catenin reporter cell assay, activator; in the data active = activation above about 30%, passing the limit was not always enough;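 also: 0% = neutral control wells and 100% = positive control wells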
DSG3 Ab inh: inhibitors of pemphigus antibody binding to DSG3, primary screen, biochemical, bead-based, flow cytometry, scFv-GFP. Desmoglein-3 (Homo sapiens), P32926. DSG3-coupled beads, scFv-anti-DSG3-GFP binding; hits give low values. AID 588358, 2011. actives 0.48% (n = 310,000). binding (percent of control), % at 10 µM;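 active = binding more than 3 SD below its plate's average and above zero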;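 also: hits lower antibody fragment binding to DSG3; some compounds called inactive have numbers as strong as hits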
Target sequence (P32926 whole entry, looked up, the tested form may be a part): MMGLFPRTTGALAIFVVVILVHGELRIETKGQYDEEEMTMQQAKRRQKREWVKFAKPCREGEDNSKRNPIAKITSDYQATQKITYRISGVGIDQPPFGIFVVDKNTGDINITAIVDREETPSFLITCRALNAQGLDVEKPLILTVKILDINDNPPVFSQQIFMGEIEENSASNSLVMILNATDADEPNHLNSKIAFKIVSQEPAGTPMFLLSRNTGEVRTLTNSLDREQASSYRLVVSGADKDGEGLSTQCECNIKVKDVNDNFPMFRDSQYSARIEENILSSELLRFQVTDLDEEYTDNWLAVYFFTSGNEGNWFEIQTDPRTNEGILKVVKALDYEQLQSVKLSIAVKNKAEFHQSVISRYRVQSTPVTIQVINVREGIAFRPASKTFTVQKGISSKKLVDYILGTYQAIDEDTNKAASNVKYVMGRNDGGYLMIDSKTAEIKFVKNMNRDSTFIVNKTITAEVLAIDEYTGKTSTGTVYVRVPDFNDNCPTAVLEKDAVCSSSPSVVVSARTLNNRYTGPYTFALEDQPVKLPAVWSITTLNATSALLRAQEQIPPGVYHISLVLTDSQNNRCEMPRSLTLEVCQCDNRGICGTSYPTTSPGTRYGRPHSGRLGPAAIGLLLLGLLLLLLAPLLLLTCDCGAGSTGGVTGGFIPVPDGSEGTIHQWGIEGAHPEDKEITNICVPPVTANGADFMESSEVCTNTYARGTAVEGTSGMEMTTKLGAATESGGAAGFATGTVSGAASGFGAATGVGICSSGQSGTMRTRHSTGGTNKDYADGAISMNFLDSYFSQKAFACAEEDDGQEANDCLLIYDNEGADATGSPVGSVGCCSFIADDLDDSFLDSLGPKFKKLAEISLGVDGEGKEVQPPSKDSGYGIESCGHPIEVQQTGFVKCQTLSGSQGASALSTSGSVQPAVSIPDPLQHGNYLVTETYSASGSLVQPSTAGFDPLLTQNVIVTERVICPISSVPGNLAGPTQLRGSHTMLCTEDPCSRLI
Cardiac RTF inh: cardiac RTF calcium sensitivity inhibitors, primary screen, biochemical, IANBD-TnC fluorescence, EC70 calcium; Troponin I, cardiac muscle (Homo sapiens) + Troponin T, cardiac muscle (Homo sapiens) + …; IANBD-labeled cardiac RTF, Ca2+ fluorescence; inhibition, % at 7.15 µM; actives 0.12% (n = 340,000); AID 493244, 2011;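 active = inhibition above the mean inhibition of all tested compounds plus 3 SD, cut at about 17% in these data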;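 also: assay run at fixed EC70 calcium of 1.6 mM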
RTF Ca sens act: cardiac RTF calcium sensitivity activators, primary screen, biochemical, IANBD-TnC fluorescence, EC20 calcium | actives 0.24% (n = 340,000) | AID 493008, 2010 | Troponin I, cardiac muscle (Homo sapiens) + Troponin T, cardiac muscle (Homo sapiens) + … | activation, % at 7.2 µM | IANBD-labeled TnC RTF fluorescence at EC20 calcium; 0% EC20 calcium, 100% full calcium;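 active = activation above the mean over all tested compounds plus 3 SD, cut at about 30% in these data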;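 also: rise in fluorescence read as greater calcium sensitivity of cardiac thin filaments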
Arrestin-AP2 inh: inhibitors of beta-arrestin/AP2 binding, primary screen, biochemical, GPCR trafficking, flow cytometry; FITC-arrestin peptide / GST-AP2 beads; AP2 beta2 appendage carries R879A mutation; actives 0.31% (n = 340,000); inhibition, % at 10 µM; beta-arrestin 1 C-terminal peptide binding to AP2 beta2-adaptin appendage (human);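 active = inhibition above a set limit, near 3 SD of compounds lacking own fluorescence, cut at about 54% in these data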;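 also: plate controls were DMSO wells for no effect and 5 µM unlabelled arrestin peptide for full effect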
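System: GST-AP2 R879A bound to glutathione beads, E. coli-expressed. Also added: 50 nM FITC-arrestin peptide. Schedule: compound with beads 12 min RT, then probe 1 h RT. Signal: bead flow cytometry, FITC channel. Read-out basis: percent response.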
MOR-DOR inv ag: inverse agonists of MOR-DOR heterodimerization, primary screen, cell-based, luminescence | Mu-type opioid receptor (Homo sapiens) + Delta-type opioid receptor (Homo sapiens), … | cell-based MOR-DOR heterodimer luminescence, inverse agonism | inhibition, % at 9.3 µM | actives 0.21% (n = 340,000) | AID 504357, 2011; in the data active = inhibition above about 22%, passing the limit was not always enough;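 also: 0% = cells with DMSO and 100% = wells without cells with DMSO; values of inactives mirror those of a sister screen read the other way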
C-LANA FP: inhibitors of KSHV C-LANA binding to DNA, primary screen, biochemical, fluorescence polarization, FAM-LBS DNA, MBP-C-LANA, single point. Kaposi's sarcoma herpesvirus LANA C-terminal domain (residues 932-1162) DNA binding. inhibition, % at 9 µM. actives 0.078% (n = 340,000);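 active = highest replicate inhibition at or above 60% at 9 µM, even if other replicates fall short; inactive = all replicates below 60% inhibition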;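 also: 0% = neutral control wells and 100% = 4 µM acridine orange control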
* hit, by the source's call; / = no result given.

Structure | V-ATPase pHluor | Keap1-Nrf2 PPI | OPRM1-OPRD1 ag | Wnt bcat act | DSG3 Ab inh | Cardiac RTF inh | RTF Ca sens act | Arrestin-AP2 inh | MOR-DOR inv ag | C-LANA FP
O=c1c2c3c(sc2nc2n1CCCCC2)CCCCC3 | -4.0 | 1.4 | -0.7 | / | 96.0 | 2.9 | -3.6 | -3.1 | 4.2 | -0.2
COc1ccc(Cl)cc1NC(=O)CSc1nnc(COc2ccccc2)n1N | 1.6 | -3.3 | -2.0 | / | 113.6 | 2.6 | -0.7 | -5.1 | 11.6 | -0.4
O=C(C[n+]1ccccc1)c1ccc(NC(=O)c2ccccc2)cc1 | -2.9 | -2.6 | 0.0 | -1.5 | 87.9 | -9.1 | 0.2 | -1.4 | 0.1 | -1.1
O=C(O)CN(Cc1ccco1)S(=O)(=O)c1ccccc1 | / | -2.8 | -3.6 | / | 101.4 | 3.2 | 2.6 | -1.8 | 21.4 | 0.3
C=CCN(C(=O)CN1CCOCC1)c1nc(C)c(-c2ccccc2)s1 | -0.8 | -4.6 | -1.1 | / | 107.0 | -27.1 | 2.6 | 5.4 | 6.3 | -1.1
C=CCN(CC=C)C(=S)Nc1ccc(OC)c(OC)c1 | 1.8 | -6.7 | -0.7 | -0.9 | 98.2 | -9.8 | 0.9 | 15.0 | 3.5 | -0.4
Cc1cc([N+](=O)[O-])ccc1NC(=O)C(C)N1CCN(c2ccccn2)CC1 (centres undefined) | 2.5 | -5.0 | -2.0 | -1.9 | 94.5 | -3.4 | -1.0 | -14.6 | 11.0 | -1.8
COc1ccc(NC(=O)NNC(=O)COc2ccc3cc(Br)ccc3c2)c(OC)c1 | -2.9 | -1.8 | -1.6 | -2.3 | / | -6.8 | 2.2 | 0.9 | 8.7 | -0.3
O=C1CN(C(=O)COC(=O)c2ccccc2NCc2ccco2)c2ccccc2N1 | 1.1 | -3.7 | -0.4 | / | 103.7 | 3.5 | 2.6 | 8.5 | 2.5 | 1.1
O=C(Nc1ccccc1C(=O)N1CCOCC1)c1ccc(F)cc1 | -3.0 | -3.6 | 0.3 | / | / | -4.6 | -6.9 | 3.7 | -1.7 | 0.8
CCCC(=O)CN1C(=O)C2(OCCO2)c2ccccc21 | 2.8 | -7.5 | -1.8 | -5.6 | 107.2 | -6.8 | -0.2 | 0.4 | 8.2 | -1.3
Cc1ccc(/C=N/N(C)C2=NS(=O)(=O)c3ccccc32)cc1 | 4.4 | 0.9 | 1.4 | 0.2 | 85.9 | -7.7 | 5.1 | -9.5 | -7.5 | 0.4
COCCn1c(N)c(N(Cc2ccccc2)C(=O)c2ccc(N3CCCC3=O)cc2)c(=O)[nH]c1=O | 0.7 | 1.8 | -1.9 | 13.0 | / | -3.6 | 1.7 | 17.5 | 7.2 | 3.4
CO/N=C(/CS(=O)Cc1ccccc1Cl)c1ccc(Cl)cc1Cl (centres undefined) | 1.0 | 1.4 | 5.6 | -0.3 | 110.2 | -1.2 | 1.4 | -9.4 | -32.9 | 0.9
CCOC(=O)C1C(=O)NC(N2CCOCC2)=NC1c1ccco1 (centres undefined) | -1.3 | -1.6 | -0.8 | / | / | -11.4 | -2.9 | 8.0 | 3.1 | -1.6
O=C(COc1ccc(F)c(Cl)c1)N1CCCCCCC1 | 2.6 | -2.7 | 1.6 | -0.7 | 93.5 | -3.5 | 4.1 | -1.2 | -7.8 | 3.9
O=C(CCOc1ccccc1F)N1CCN(c2ccccc2O)CC1 | -0.8 | 5.3 | -1.7 | -10.3 | 104.8 | 9.9 | 3.0 | 2.4 | 8.1 | -0.4
Cc1nc2c(c(=O)c3ccccc3n2C)c(=O)n1-c1ccc(F)cc1 | -1.3 | -3.3 | -2.0 | -1.7 | 98.3 | -6.2 | 5.1 | 27.8 | 10.1 | -1.2
CN1N=C(C(=O)N=c2sc3ccccc3n2C)CCC1=O | 6.1 | -2.1 | -1.6 | 9.3 | 106.1 | -5.1 | -1.9 | 16.0 | 8.6 | -1.0
Brc1ccc(-c2csc(N3CCC(c4ccccc4)C3)n2)cc1 (centres undefined) | 0.7 | -3.7 | -1.3 | 17.7 | 91.1 | -1.7 | -1.4 | -6.5 | 6.6 | -0.1
COc1ccc(C(CNC(=O)C2COc3ccccc3O2)N2CCCC2)cc1 (centres undefined) | 0.2 | -6.8 | -2.0 | -1.0 | 105.1 | 3.0 | 7.2 | 0.6 | 8.5 | -0.7
O=C(CSc1nc2[nH]c(=O)cc(O)c2s1)Nc1ccc(Br)cc1 | 0.8 | -4.1 | -1.6 | 0.5 | / | -2.8 | 6.4 | 3.0 | 6.0 | 0.7
O=C(NCCN1CCN(C(=O)c2ccc([N+](=O)[O-])cc2)CC1)C(=O)Nc1ccc(F)cc1 | -0.8 | -0.9 | -1.4 | -2.4 | 98.1 | -13.0 | 5.3 | -21.2 | 7.5 | 0.0

Exported with values ahead of the structure: entries from further up.
V-ATPase pHluor	Keap1-Nrf2 PPI	OPRM1-OPRD1 ag	Wnt bcat act	DSG3 Ab inh	Cardiac RTF inh	RTF Ca sens act	Arrestin-AP2 inh	MOR-DOR inv ag	C-LANA FP	compound
-0.8	-0.9	-1.4	-2.4	98.1	-13.0	5.3	-21.2	7.5	0.0	O=C(NCCN1CCN(C(=O)c2ccc([N+](=O)[O-])cc2)CC1)C(=O)Nc1ccc(F)cc1
1.6	-3.3	-2.0	/	113.6	2.6	-0.7	-5.1	11.6	-0.4	COc1ccc(Cl)cc1NC(=O)CSc1nnc(COc2ccccc2)n1N

Laid out differently: results already given
V-ATPase pHluor | Keap1-Nrf2 PPI | OPRM1-OPRD1 ag | Wnt bcat act | DSG3 Ab inh | Cardiac RTF inh | RTF Ca sens act | Arrestin-AP2 inh | MOR-DOR inv ag | C-LANA FP | structure
1.8 | -6.7 | -0.7 | -0.9 | 98.2 | -9.8 | 0.9 | 15.0 | 3.5 | -0.4 | C=CCN(CC=C)C(=S)Nc1ccc(OC)c(OC)c1
2.5 | -5.0 | -2.0 | -1.9 | 94.5 | -3.4 | -1.0 | -14.6 | 11.0 | -1.8 | Cc1cc([N+](=O)[O-])ccc1NC(=O)C(C)N1CCN(c2ccccn2)CC1 (centres undefined)
-2.9 | -1.8 | -1.6 | -2.3 | / | -6.8 | 2.2 | 0.9 | 8.7 | -0.3 | COc1ccc(NC(=O)NNC(=O)COc2ccc3cc(Br)ccc3c2)c(OC)c1
1.1 | -3.7 | -0.4 | / | 103.7 | 3.5 | 2.6 | 8.5 | 2.5 | 1.1 | O=C1CN(C(=O)COC(=O)c2ccccc2NCc2ccco2)c2ccccc2N1
-3.0 | -3.6 | 0.3 | / | / | -4.6 | -6.9 | 3.7 | -1.7 | 0.8 | O=C(Nc1ccccc1C(=O)N1CCOCC1)c1ccc(F)cc1
2.8 | -7.5 | -1.8 | -5.6 | 107.2 | -6.8 | -0.2 | 0.4 | 8.2 | -1.3 | CCCC(=O)CN1C(=O)C2(OCCO2)c2ccccc21
4.4 | 0.9 | 1.4 | 0.2 | 85.9 | -7.7 | 5.1 | -9.5 | -7.5 | 0.4 | Cc1ccc(/C=N/N(C)C2=NS(=O)(=O)c3ccccc32)cc1
0.7 | 1.8 | -1.9 | 13.0 | / | -3.6 | 1.7 | 17.5 | 7.2 | 3.4 | COCCn1c(N)c(N(Cc2ccccc2)C(=O)c2ccc(N3CCCC3=O)cc2)c(=O)[nH]c1=O
1.0 | 1.4 | 5.6 | -0.3 | 110.2 | -1.2 | 1.4 | -9.4 | -32.9 | 0.9 | CO/N=C(/CS(=O)Cc1ccccc1Cl)c1ccc(Cl)cc1Cl (centres undefined)

Assay outcomes from PubChem BioAssay.
